# PKM2 act: qHTS Assay for Activators of Human Muscle isoform 2 Pyruvate Kinase | Pyruvate kinase PKM (Homo sapiens), P14618 | purified PKM2, Kinase-Glo ATP luminescence, activation; response scale: 0% is enzyme alone, no compound | Potency, µM (doses to about 57.5 µM), inactives show top-dose activation, actives largely listed as activators | 260,000 compounds, 0.34% hits | AID 1631, 2009; further: potency means the concentration at half of the fitted maximal effect; on the % scale 0 is the no-effect control and ±100 the full control effect; nearly all actives have a fitted effect of over 55% in size
#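 hPK-M2, >95% pure; 0.1 mM ADP / 0.5 mM PEP final; imidazole pH7.2 buffer w/ 7 mM MgCl2, 50 mM KCl; 1 h RT; Kinase-Glo lum. Intermediate enzyme activity for dual inhibitor/activator qHTS.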
# USP2a block: qHTS Assay for Inhibitors of Ubiquitin-specific Protease USP2a Using CHOP2 as the Reporter. Ubiquitin carboxyl-terminal hydrolase 2 (Homo sapiens), O75604. AID 463254, 2010. USP2 core, Ub-CHOP2 coupled fluorogenic reporter, 485/531. Potency, µM (titrated, usually from 38.3 µM), for inactives: top-dose activity change, negative = inhibition, most hits filed as inhibitors. 330,000 compounds, 0.01% hits;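 further: potency means the concentration at half of the fitted maximal effect; plate controls were DMSO wells for no effect and full inhibition by NEM control for full effect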
#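 USP2 core (10nM final) preincubated 30min RT with compound in 20mM Tris-HCl pH 8.0, 2mM CaCl2, 2mM beta-mercaptoethanol, 0.05% CHAPS; 25nM Ub-CHOP2 plus 25nM reporter substrate added, fluorescence (Ex485/Em531) read after 60min.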
# KCNH2 WT inh: qHTS for Inhibitors of KCHN2 3.1: Wildtype qHTS; Voltage-gated inwardly rectifying potassium channel KCNH2 (Homo sapiens), Q12809; U2OS, BacMam KCNH2, thallium flux FluxOr; active compounds read low; activity change, % at 1.84 µM; 340,000 compounds, 0.37% hits; AID 720551, 2013;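 active means maximum activity change below -70%; inconclusive means maximum activity change between -70% and -50%; inactive means maximum activity change above -50%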; further: on the % scale 0 is the no-effect control and ±100 the full control effect
#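 U2OS cells were transduced with wild-type KCNH2 virus (2.03 x 10^8 / mL) for 4 h at room temperature, then cultured overnight at 37 C. Thallium flux was read with FluxOr dye. Rate constants were normalized to DMSO controls.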
# GALK inhibitor: qHTS Assay for Inhibitors of Human Galactokinase (GALK). P51570. Purified GALK, Kinase-Glo residual ATP luminescence. Potency, µM (highest dose often 57.5 µM), without a hit: at the top dose activity change, negative = inhibition, hits mostly inhibitors. 270,000 compounds, 0.007% hits; further: potency means the concentration at half of the fitted maximal effect; on the % scale 0 is the no-effect control and ±100 the full control effect
# Target sequence (P51570 whole entry, looked up): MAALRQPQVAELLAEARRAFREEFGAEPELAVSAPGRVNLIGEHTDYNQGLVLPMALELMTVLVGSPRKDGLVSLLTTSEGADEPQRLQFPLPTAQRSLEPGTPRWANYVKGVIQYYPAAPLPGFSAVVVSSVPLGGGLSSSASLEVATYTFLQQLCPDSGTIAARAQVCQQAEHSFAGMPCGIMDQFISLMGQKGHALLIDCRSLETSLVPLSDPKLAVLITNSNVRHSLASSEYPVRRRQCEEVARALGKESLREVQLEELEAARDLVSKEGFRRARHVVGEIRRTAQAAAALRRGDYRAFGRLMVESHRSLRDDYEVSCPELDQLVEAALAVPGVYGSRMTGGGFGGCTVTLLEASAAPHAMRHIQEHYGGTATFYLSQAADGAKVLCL
#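 ATP-depletion format; final 35 uM ATP, 100 uM D-galactose, 5 nM enzyme; pH 8.0 HEPES/Mg2+ buffer; 60 min RT; luminescence read 10 min after detection reagent.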
# Menin-MLL TR inh: qHTS Assay for Inhibitors Targeting the Menin-MLL Interaction in MLL Related Leukemias: Competition With Texas Red Labeled MLL-derived Mutant Peptide. O00255. Menin + Texas Red MLL mutant peptide, fluorescence polarization. Potency, µM (titrated, usually from 61.6 µM), for inactives: top-dose FP activity change, negative = inhibition, usual class: inhibitors. 270,000 compounds, 0.23% hits. AID 1768, 2009; active means well fitted inhibition curve with a large enough effect in the polarisation, with a control signal flat, not every such curve was filed as active; inconclusive means small, poorly fitted or top-dose-only effect, or effect the other way, or a change in a side signal; inactive means no such curve, though single readings can be large or run the other way; the % refers to the polarisation; further: potency means the concentration at half of the fitted maximal effect; % of control where 0% means no effect; many of its hits are not listed in these tables
# Mito fusion yeast: qHTS Assay for Small Molecule Inhibitors of Mitochondrial Division or Activators of Mitochondrial Fusion | S. cerevisiae fusion-defective mutant growth rescue, CellTiterGlo 48 h | Potency, µM (highest dose often 46.1 µM), inactives show at the top dose growth rescue (activation), hits mostly activators | 320,000 compounds, 0.23% hits | AID 485298, 2010;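 further: potency means the concentration at half of the fitted maximal effect; % of control where 0% means no effect; nearly all actives have a fitted effect of over 45% in size; temperature-sensitive fusion mutants such as fzo1-1 at 37 °C on non-fermentable ethanol glycerol medium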
#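 Luminescent cell viability in 1536-well qHTS format served as the measure of rescued growth in ts fusion-mutant S. cerevisiae cultured on non-fermentable YPEG for 48 hours at 37C.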
# Chronic BCR inh: qHTS Assay to Find Inhibitors of Chronic Active B-Cell Receptor Signaling; ABC-DLBCL IkBa-CBG/CBR reporter, luminescence ratio, 4 h; Potency, µM (doses to about 46.1 µM), without a hit: at the highest dose ratio change, negative = lower green/red ratio, hits mostly inhibitors; 340,000 compounds, 0.05% hits; active means well fitted inhibition curve with a large enough effect in the signal ratio, with a control signal flat, not every such curve was filed as active; inconclusive means small, poorly fitted or top-dose-only effect, or effect the other way, or a change in a side signal; the % refers to the signal ratio;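 further: potency means the concentration at half of the fitted maximal effect; plate controls were basal doxycycline-induced cells for no effect and cells given 10 µM MG132 for full effect; MG132 reads +100%, hits lower the ratio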
#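 Compounds up to 46 uM were incubated four hours with TMD8 cells whose green CBG68 luciferase is fused to IkappaBalpha; red CBR luminescence normalised the signal, and concentration-effect curves were fitted to fusion, red and ratio data.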
# MBNL1-CUG inh: qHTS Assay for Inhibitors of MBNL1-poly(CUG) RNA binding. Muscleblind-like protein 1 (Homo sapiens), Q9NR56. TR-FRET MBNL1-His/biotin-(CUG)12 binding, 665/545 ratio. Potency, µM (top dose mostly 57.5 µM), for inactives: top-dose activity change, negative = inhibition, most hits filed as inhibitors. 280,000 compounds, 0.036% hits. AID 2675, 2010; active means well fitted inhibition curve with a large enough effect in the signal ratio, with a control signal flat, not every such curve was filed as active; inconclusive means small, poorly fitted or top-dose-only effect, or effect the other way, or a change in a side signal; inactive means no such curve, though single readings can be large or run the other way; the % refers to the signal ratio; further: potency means the concentration at half of the fitted maximal effect; on the % scale 0 is the no-effect control and ±100 the full control effect
#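 Compounds (final 92 nM to 58 uM) are added to His-tagged MBNL1 and biotin-(CUG)12, then terbium anti-His antibody and streptavidin-XL665 (5 nM final). After 60 min at room temperature, the 665/545 nm ratio is read.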
# ASM inhibitor: Inhibitors of Secretory Acid Sphingomyelinase (S-ASM): qHTS; Sphingomyelin phosphodiesterase (Homo sapiens), P17405; placental ASM, HMU-PC fluorogenic substrate, 60 min; Potency, µM (doses to about 57.5 µM), without a hit: top-dose activity change, negative = inhibition, most hits filed as inhibitors; 340,000 compounds, 0.006% hits; further: potency means the concentration at half of the fitted maximal effect
#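 Human placenta-derived ASM preincubated with compound 10 min at room temperature, then reacted with 9 uM (final) fluorogenic HMU-PC substrate for 60 min at 37 C. Stop solution raises pH to 10; fluorescence read at Ex 386/Em 447 nm.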
# Eya2 phos inh: qHTS Assay for Inhibitors of the Phosphatase Activity of Eya2 | Protein phosphatase EYA2 (Homo sapiens), O00167 | Potency, µM (titrated, usually from 76.9 µM), for inactives: top-dose activity, negative = inhibition, most hits filed as inhibitors | AID 488837, 2010 | recombinant Eya2, OMFP fluorescence dephosphorylation (OMFP is methylfluorescein phosphate) | 330,000 compounds, 0.006% hits; further: potency means the concentration at half of the fitted maximal effect; on the % scale 0 is the no-effect control and ±100 the full control effect
#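 Eya2 protein (added as 0.2 uM solution) was preincubated with compound for 10 min at ambient temperature in 50 mM HEPES pH 7.5, 50 mM NaCl, 5 uM MgCl2, 0.05% BSA, 1 mM DTT. OMFP (added at 50 uM) then reacted 10 min; fluorescence read at 485/525 nm.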
# TSHR antag: Antagonists of the Thyroid Stimulating Hormone Receptor: HTS campaign; Thyrotropin receptor (Homo sapiens), P16473; TSHR-expressing cells, TSH-stimulated cAMP HTRF, 2 h; active compounds read low; activity change, negative = inhibition, % at 11.5 µM; 330,000 compounds, 0.2% hits; AID 504810, 2011;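 active means activity change below a set negative limit, meaning inhibition stronger than a set level, cut at about -70% in these data; inconclusive means activity change between two set negative limits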; further: on the % scale 0 is the no-effect control and ±100 the full control effect
# Target sequence (P16473 whole entry, looked up): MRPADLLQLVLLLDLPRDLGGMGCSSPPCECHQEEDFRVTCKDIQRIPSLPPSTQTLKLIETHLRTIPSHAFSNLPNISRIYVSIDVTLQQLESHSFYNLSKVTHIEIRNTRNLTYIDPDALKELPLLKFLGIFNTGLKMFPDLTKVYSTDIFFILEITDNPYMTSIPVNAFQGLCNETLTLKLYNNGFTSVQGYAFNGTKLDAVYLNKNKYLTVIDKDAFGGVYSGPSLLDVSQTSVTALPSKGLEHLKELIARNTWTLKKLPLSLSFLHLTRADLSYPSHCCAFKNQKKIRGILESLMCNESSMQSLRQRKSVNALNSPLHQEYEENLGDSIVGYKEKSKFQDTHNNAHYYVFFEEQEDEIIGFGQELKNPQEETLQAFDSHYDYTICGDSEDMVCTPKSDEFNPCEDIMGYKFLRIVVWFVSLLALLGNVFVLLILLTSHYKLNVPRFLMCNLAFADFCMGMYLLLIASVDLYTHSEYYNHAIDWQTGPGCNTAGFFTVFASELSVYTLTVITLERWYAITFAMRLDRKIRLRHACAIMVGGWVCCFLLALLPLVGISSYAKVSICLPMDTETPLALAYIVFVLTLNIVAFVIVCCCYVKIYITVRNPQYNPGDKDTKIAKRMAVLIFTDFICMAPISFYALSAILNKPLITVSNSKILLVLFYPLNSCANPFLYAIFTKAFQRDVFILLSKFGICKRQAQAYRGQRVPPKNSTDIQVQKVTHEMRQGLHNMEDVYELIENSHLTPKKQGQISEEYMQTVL
#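 Competitive HTRF cAMP read-out (cryptate anti-cAMP antibody, cAMP-d2; 30 min, room temperature) in freshly harvested TSHR cells. Compounds added before TSH at EC80 (4nM final), followed by 2 hours' incubation at 37 deg C.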
# * = called active by the depositor; ? = inconclusive; . = no result given; [ ] = dose if it differs, or a comment. Unless noted, the call rests on the fitted dose curve; in most records, active means well fitted curve in the direction sought with a large enough effect; inconclusive means small, poorly fitted or top-dose-only effect, or another doubt; inactive means no such curve, though single readings can be large; an effect the other way counts as inactive or inconclusive.
SMILES,PKM2 act,USP2a block,KCNH2 WT inh,GALK inhibitor,Menin-MLL TR inh,Mito fusion yeast,Chronic BCR inh,MBNL1-CUG inh,ASM inhibitor,Eya2 phos inh,TSHR antag
CCN(CC)C(=O)COc1ccc2c3c(c(=O)oc2c1C)CCCC3,-8.2%,3.5%,-33.7,4.3%,-23.3%,1.7%,-2.5%,2.6%,8.9%,2.5%,-8.2
Cc1nc2ccccc2cc1C(=O)N/N=C/c1cccs1,5.9%,0.1%,0.6,1.2%,-0.4%,-4.0%,3.0%,?,0.2%,1.6%,-1.8
CCOC(=O)c1ccc(-c2c(-c3ccccc3OC)oc3ccccc23)cc1F,.,-0.6%,-23.4,.,.,3.9%,?,.,31.0%,9.6%,13.2
Cc1ccccc1NC(=O)CSc1nc2ccccc2o1,6.0%,8.9%,11.8,0.0%,-4.8%,13.2%,?,-5.8%,4.3%,-0.4%,19.6
O=C(CC(c1ccccc1)(c1ccccc1)c1ccccc1)N[C@@H](Cc1ccccc1)C(=O)O,0.0%,3.3%,2.8,-7.7%,2.7%,-1.3%,?,-18.3%,6.1%,?,-4.9
Cc1cc(C)cc(N(C(C)C(=O)N2CCOCC2)S(C)(=O)=O)c1 (stereo unspecified),-3.6%,11.5%,-11.2,-0.7%,13.1%,-6.8%,12.1%,-4.7%,5.4%,5.4%,10.2
O=C(N/N=C\c1ccccn1)C1c2ccccc2Oc2ccccc21,3.0%,0.3%,0.1,1.8%,-4.9%,0.1%,?,-6.8%,0.1%,2.1%,9.5
O=C(Cn1ncc2ccccc21)N1CCN(c2cccc(C(F)(F)F)c2)CC1,-3.7%,3.5%,10.8,-0.1%,14.3%,-0.5%,14.5%,4.6%,0.9%,-8.7%,-4.6
CCc1nc2nc(C)c(NS(=O)(=O)c3cccs3)c(=O)n2[nH]1,0.2%,0.0%,-9.1,0.9%,-10.2%,-0.4%,?,-2.1%,4.5%,3.0%,29.5
CC(C)NC(=O)CSc1nnc(COc2ccccc2Cl)o1,1.8%,1.9%,-6.4,0.4%,0.7%,0.9%,?,0.5%,0.9%,-15.6%,0.8
CC(Oc1cccc(Cl)c1)C(=O)N1CCCN(C)CC1 (stereo unspecified),0.6%,0.3%,5.7,5.7%,.,-2.1%,3.7%,4.4%,0.7%,-5.6%,-0.8
COCCN(C(=O)COC(=O)c1cc(C)oc1C)c1c(N)n(Cc2ccccc2)c(=O)[nH]c1=O,.,-1.8%,-4.0,.,.,1.8%,-8.4%,.,1.4%,-17.6%,0.4
Cc1nc(CS(=O)(=O)c2ccc(Cl)cc2)sc1C(=O)O,-1.6%,1.0%,-4.4,-2.1%,.,2.3%,?,.,13.4%,15.6%,3.7
CC(C)(C)N(CC(=O)NC1CCCCC1)C(=O)CS(=O)CC(=O)Nc1ccc(F)cc1 (stereo unspecified),-1.0%,-1.7%,-7.4,-1.2%,9.5%,9.0%,0.6%,0.2%,0.0%,-0.3%,-3.9
COc1ccc(NS(=O)(=O)c2cc(NC(=O)/C=C/c3cc(OC)ccc3OC)ccc2N2CCCCC2)cc1,3.4%,3.0%,-13.3,-2.4%,10µM*,-4.6%,-8.2%,.,109.9%[activator],0.4%,?
CCCCC1=CC2=C(c3ccco3)C(=O)C(C)(OC(=O)c3ccc(OC)cc3)C(=O)C2=CN1Cc1ccco1 (stereo unspecified),?,-4.5%,-21.3,-5.1%,-3.0%[11.7 µM],13.4%,4.0%,52.9%[activator],-2.2%,9.8%,-1.2
CC1(C)CNC(=O)c2sc(NC(=O)CN3CCOCC3)nc2C1,-1.3%,0.5%,-5.9,0.6%,-3.8%,-3.7%,-9.5%,3.6%,3.9%,-12.0%,7.5
Cc1nnc(C)n1/N=C/c1cc2ccccc2nc1Cl,-0.3%,0.0%,-4.7,0.3%,1.4%,1.8%,?,?,16.3%,-2.4%,-3.0
C#CCOCCOCCOCCNc1nc(N2CCN(C(=O)CCCCCCCCCCNC(=O)[C@H](CCCCN)n3cc(C[C@@H](C)CC)nn3)CC2)nc(N2CCN(C(=O)CCCCCCCCCCNC(=O)[C@H](CCCN=C(N)N)n3cc(C[C@@H](C)CC)nn3)CC2)n1,.,10µM*,3.8,.,.,-2.5%,?,.,?,?,-28.8
O=C(Nc1ccc(Cl)cc1)N(Cc1cccnc1)Cc1ccco1,-5.6%,-0.8%,9.6,-2.7%,58.2%[activator],3.1%,19.9%,-7.8%,1.2%,11.4%,0.0
O=C(Nc1cc(Cl)cc(Cl)c1)C(NCCCO)c1ccccc1 (stereo unspecified),0.9%,2.5%,.,4.6%,1.5%,4.5%,7.8%,-3.6%,.,0.9%,2.6
Cc1ccc(C(=O)Nc2nc(C(C)(C)C)cs2)s1,6.3%,4.7%,-5.9,-1.4%,-0.3%,10.6%,14.2%,2.0%,3.2%,-30.6%,-34.2
O=C(CSc1nc(N2CCOCC2)nc(N2CCOCC2)n1)Nc1ccc(Cl)cc1Cl,.,3.8%,-3.7,-4.9%,.,-4.1%,5.3%,2.0%,0.1%,-4.0%,-3.9
CN(C)S(=O)(=O)c1cccc(NC(=O)Cc2ccsc2)c1,0.1%,-0.2%,12.1,15.6%,-1.0%,4.3%,-0.1%,1.0%,9.1%,5.5%,-5.2
O=C(CCc1ccccc1)NCC(=O)N/N=C/c1ccc2c(c1)OCO2,-1.3%,-1.3%,1.0,3.9%,-17.0%,0.1%,-7.5%,9.3%,0.8%,0.7%,-7.4
CC(C)c1cc(C(=O)NCCc2ccccc2)no1,-3.4%,0.7%,-4.8,0.7%,-2.6%,2.7%,?,-6.5%,-1.8%,-8.0%,3.7
Cc1ccc([N+](=O)[O-])c(C(=O)N/N=C/c2cccnc2)c1,-2.2%,0.5%,-8.4,.,.,-3.4%,0.0%,?,0.1%,-1.6%,-17.0
CN(C)C(=O)c1cc(F)ccc1Sc1cc(Cl)ccc1Cl,-2.6%,0.4%,12.0,1.0%,10.3%,10.5%,-0.2%,-12.3%,-0.8%,5.9%,-26.1
O=C(O)Cc1ccc(Nc2cnn(C34CC5CC(CC(CC(=O)O)(C5)C3)C4)c(=O)c2Cl)cc1,-5.7%,3.4%,3.5,0.2%,.,0.1%,?,23.5%,0.2%,4.7%,-4.8
COc1cc2c(cc1OC)CN(C(=O)c1ccc(-c3ccccc3)cc1)CC2,.,-12.7%,-7.6,.,?,?,?,12.6%,-24.6%,0.9%,16.0
COC(=O)[C@H]1C2CCC(C(=O)OC)(CC2)[C@H]1C(=O)OC,0.4%,1.4%,0.3,6.6%,9.8%,10.5%,-0.5%,-3.7%,7.5%,23.8%,-2.2
CCN(CC(=O)NC1CC1)S(=O)(=O)c1ccccc1,-3.8%,1.3%,-3.9,-4.7%,.,0.5%,0.1%,-5.6%,0.5%,3.9%,14.8
Cc1ccc(C(=O)NNC(=O)Cc2nc3nc(C)cc(C)n3n2)cc1,.,5.1%,2.7,3.7%,.,3.3%,0.0%,-4.7%,16.8%,9.1%,7.7
O=C1CC(N2CCN(S(=O)(=O)c3ccccc3)CC2)C(=O)N1c1ccccc1 (stereo unspecified),-2.6%,0.5%,0.0,6.3%,.,-4.0%,?,2.0%,0.8%,2.0%,6.2

# Bioassay records as filed in PubChem BioAssay.

# Not all compounds are listed; the hit share may differ from the screen's.
